# ATXN2 expr inh – inhibitors of ATXN2 expression; Potency, µM (doses to about 57 µM), inactives show at the top dose activity change, negative = inhibition, usual class: inhibitors; hit rate 0.72% among 360,000; HEK-293 ATXN2-luciferase reporter, luminescence, 24 h; note: potency is the fitted concentration of half-maximal effect; % is set by controls: 0 for no effect and ±100 for the full control effect; nearly all actives have a fitted effect of over 55% in size
#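 qHTS (up to 57 uM final) was run with 24 h compound exposure of reporter cells at 37 °C. Each well was multiplexed: SteadyGlo luminescence measured ATXN2-luciferase expression after a fluorogenic Gly-Phe-AFC viability readout (25 uM final).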
# ATXN viability – reduces viability in counter-screen for ATXN expression inhibitors | hit rate 0.49% among 400,000 | S2 cells (HEK-293 line with an ATXN2-luciferase reporter) viability, CellTiter-Fluor protease fluorescence, 24 h | Potency, µM (doses to about 56.7 µM), usual class: cytotoxic | AID 651635; note: potency is the fitted concentration of half-maximal effect; nearly all actives have a fitted effect of over 40% in size
# HepG2 tox – kills HepG2 cells in TGF-b inhibitor counter-screen | AID 588856 | Potency, µM (titrated, usually from 46.1 µM), for the others: top-dose activity change, negative = cytotoxicity, hits mostly cytotoxic | HepG2 CAGA-GFP viability, ATP luminescence, 18 h | hit rate 0.76% among 410,000; note: potency is the fitted concentration of half-maximal effect; some results filed as inactive show a strong effect at the top dose
#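 HepG2 CAGA-GFP cells (1000/well, DMEM with 1% FBS) received compound, then TGF-beta at 500 pg/mL final, and were incubated 18 hours at 37 degrees C. Viability was read by CellTiter-Glo luminescence. Media-only wells were set as complete cell-killing and DMSO as no toxicity.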
# MCF10A rerep – DNA re-replication induction in MCF 10a cells. hit rate 2.9% among 350,000. AID 624296. MCF 10A DNA re-replication, Hoechst nuclear intensity, 48 h. Potency, µM (series often up to 46.1 µM), for inactives: at the top dose activity, positive = re-replication, actives largely listed as activators; note: potency is the fitted concentration of half-maximal effect; % of control where 0% means no effect; nearly all actives have a fitted effect of over 50% in size
# Nrf2 activator – activators of Nrf2 (ARE) signaling | AREc32 ARE-luciferase reporter (MCF7-derived line), luminescence, 24 h | Potency, µM (highest dose often 46.1 µM), for inactives: at the highest dose activation, actives largely listed as activators | hit rate 0.31% among 410,000 | AID 624171; note: potency is the fitted concentration of half-maximal effect; % of control where 0% means no effect; nearly all actives have a fitted effect of over 65% in size
#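 For detection, Steady-Glo was added and plates sat 30 min at RT; before that, AREc32_Fluc cells grown overnight in OPTI-MEM/5% FBS had been treated with 23 nL compound for 24 hr at 37 deg C.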
# Nrf2 inh – Nrf2 pathway inhibition; A549 ARE-Fluc reporter, luciferase luminescence, 18-24 h; Potency, µM (highest dose often 46 µM), for the others: top-dose activity change, negative = inhibition, actives largely listed as inhibitors; hit rate 2.1% among 360,000; AID 504444; note: potency is the fitted concentration of half-maximal effect; % is set by controls: 0 for no effect and ±100 for the full control effect; nearly all actives have a fitted effect of over 60% in size
#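 Nrf2 function is reported as luminescence of an ARE-controlled luciferase in A549 cells. Compounds were tested at several concentrations, and a CellTiter-Fluor read on the same wells flagged cytotoxicity.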
# IL-1B inflam inh – inhibitors of inflammasome signaling (IL-1 beta secretion) | THP-1 LPS/ATP IL-1B secretion, AlphaLISA, 16 h; hits give low values | activity change, % at 57.5 µM | hit rate 4.7% among 360,000 | AID 743279; in the data active = activity change below about -50%; inconclusive = mostly about -30% to -49%; note: % is set by controls: 0 for no effect and ±100 for the full control effect
#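 THP-1 cells pretreated 1 hr with compounds (up to 57.5 uM final), then stimulated with LPS (250 ng/mL final) plus ATP (1.25 mM final); secreted IL-1B measured by AlphaLISA after 16 hr, decreased signal indicating inhibition.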
# A549 tox – A549 cytotoxicity, counter-screen for Nrf2 inhibitors. A549 ARE-Fluc cells, CellTiter-Fluor viability, 18-24 h. Potency, µM (highest dose often 46 µM), inactives show at the top dose activity change, negative = cytotoxicity, hits mostly inhibitors. hit rate 0.16% among 390,000. AID 504648; note: potency is the fitted concentration of half-maximal effect; % is set by controls: 0 for no effect and ±100 for the full control effect
#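 Cytotoxicity counterscreen: CellTiter-Fluor fluorescence was measured in A549 ARE_Fluc cells after 18-24 h of compound exposure in a concentration series. The subsequent BugLite luminescent read reports ARE-luciferase activity.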
# TGFb SMAD3 inh – inhibitors of TGF-b signaling. hit rate 1.2% among 410,000. HepG2 CAGA-GFP TGF-b/SMAD3 reporter, GFP fluorescence, 18 h; TGF-beta stimulated, 500 pg/mL final. Potency, µM (highest dose often 46.1 µM), for inactives: at the top dose activity, negative = inhibition, actives largely listed as inhibitors. AID 588855; note: potency is the fitted concentration of half-maximal effect; % is set by controls: 0 for no effect and ±100 for the full control effect; nearly all actives have a fitted effect of over 65% in size
#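 Using HEPG2 CAGA-GFP reporter cells at 1000 cells/well, we pinned test compounds, stimulated with recombinant TGF-beta (500 pg/mL final) and measured total well GFP after 18 h.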
# * marks the source's active call; other numbers are inactive results; i = inactive; ? = inconclusive; / = no result given; & = joins results of further samples; [ ] = remark or other dose. Unless noted, calls come from the whole dose curve; as a rule, active = well fitted curve in the direction sought with a large enough effect; inconclusive = small, poorly fitted or top-dose-only effect, or another doubt; inactive = no such curve, though single readings can be large; an effect the other way counts as inactive or inconclusive.
SMILES,ATXN2 expr inh,ATXN viability,HepG2 tox,MCF10A rerep,Nrf2 activator,Nrf2 inh,IL-1B inflam inh,A549 tox,TGFb SMAD3 inh
CN(CCC#N)C(=O)COC(=O)c1ccc2c(=O)n3c(nc2c1)CCC3,/,i,4%,-9%,-0.9%,-9%,5,0%,?
CCN(CC(=O)Nc1cccc(OC)c1)c1ncnc2sc(C)c(C)c12,?,?,-2%,-57%[inhibitor],2.9%,21µM*,-22,-6%,?
COc1cc(/C=C2\C(=N)N3N=C(S(C)(=O)=O)SC3=NC2=O)cc(OC)c1OCCOc1ccccc1C,-8%,i,9%,-10%,-1.9%,-9%,-8,4%,-1%
CNC(=O)CN(c1ccc(F)cc1)S(=O)(=O)c1cc(C)ccc1OC,1%,i,18%,-24%,-0.6%,/,-9,18%,19%
CCN(c1ccccc1)S(=O)(=O)c1cnc[nH]1,-6%,i,7%,1%,-0.7%,2%,15,11%,0%
Cn1c(N)c(C(=O)COC(=O)/C=C/c2ccc(Cl)c(Cl)c2)c(=O)n(C)c1=O,1%,i,-1%,-7%,-0.6%,0%,8,0%,15%
Cc1cc(NC(=O)c2cccc(S(=O)(=O)N3CCOCC3)c2)no1,2%,?,9%,-2%,-0.2%,0%,12,2%,-20%
CC(C)C[C@@H](CNCC(=O)[C@H](C)NC(=O)c1[nH]cnc1C(=O)N[C@@H](C)CN)NC(=O)c1nc[nH]c1C(=O)N[C@@H](C)C(=O)O,3%,i,0%,1%,1.5%,32%,-1,0%,-6%
COc1cccc(N2CC(C(=O)N3CCC4(CC3)CC(=O)c3ccccc3O4)CC2=O)c1 (stereo not given),-11%,i,5%,1%,3.5%,?,-1,-2%,9%
NS(=O)(=O)c1ccc(NC(=O)COC(=O)c2cc([N+](=O)[O-])ccc2Cl)cc1,-11%,?,-1%,-2%,4.2%,3%,-90*,-3%,-20%
Cn1c2ccccc2c(=O)c2c(=O)n(-c3ccc(F)cc3)c(C3CCCCC3)nc21,1%,i,1%,2%,-0.7%,-14%,85,-1%,2%
CCNC(=O)C1CCCN(C(=O)C(c2ccccc2)c2ccccc2)CC1 (stereo not given),-3%,i,8%,/,0.5%,/,21,/,12%
CC(C)N1C(=O)N(c2ccccc2)C(C)(O)CC1(C)C (stereo not given),-9%,i,2%,0%,-0.7%,-5%,7,2%,1%
CC1(C(=O)O)CCC(C(=O)N2CCOCC2)C1(C)C (stereo not given),-18%,?,4%,3%,-0.5%,-7%,1,2%,22%
O=C(Nc1ccc(OC(F)(F)F)cc1)C1CCCCN1S(=O)(=O)c1ccccc1 (stereo not given),-5%,?,-27%,?,-0.2%,?,?,-3%,?
O=C(c1coc(=O)c(Br)c1)N1CCCc2ccccc21,12%,i,-21%,15µM*,8.0%,?,22,-1%,3%
O=C1Cc2cc(S(=O)(=O)NCc3ccccc3Cl)cc3c2N1CCC3,4%,i,5%,4%,-0.7%,-14%,21,-4%,3%
Cc1cc(C)n2nc(C(=O)OCC(=O)N(C)C3CCCCC3)nc2n1,1%,i,3%,3%,-0.2%,-7%,4,-1%,13%
Cc1cc(=O)n2nc(N3CCC(C(=O)Nc4ccc(Br)c(C)c4)CC3)sc2n1,-16%,?,2%,/,0.4%,-16%,/,0%,?
COC(=O)c1ccc(OCC(=O)N2CCCc3ccccc32)cc1,1%,i,8%,17%,0.2%,4%,4,9%,-6%
Cc1nc(NC(=O)CSc2nnc(N)s2)c(Cl)cc1Cl,-8%,i,-10%,5%,2.5%,3%,-10,1%,2%
Cc1ccc(C)c2c1cc(C)c1nnc(SCC(=O)Nc3nc4c(s3)CCCC4)n12,-18%,?,-7%,21µM*,2.3%,-7%,27,-2%,-18%
Cc1ccc(S(=O)(=O)NCC2CCC(C(=O)N3CCN(C)CC3)CC2)cc1 (stereo not given),/,i,-10%,18µM*,-1.0%,?,20,-8%,-9%
O=C1C=C(N2CCCCCC2)C2(CCCCC2)O1,3%,i,-7%,5%,-0.1%,-4%,7,-1%,-3%

# Next section, starting with the last 5 of the part before.
SMILES,ATXN2 expr inh,ATXN viability,HepG2 tox,MCF10A rerep,Nrf2 activator,Nrf2 inh,IL-1B inflam inh,A549 tox,TGFb SMAD3 inh
COC(=O)c1ccc(OCC(=O)N2CCCc3ccccc32)cc1,1%,i,8%,17%,0.2%,4%,4,9%,-6%
Cc1nc(NC(=O)CSc2nnc(N)s2)c(Cl)cc1Cl,-8%,i,-10%,5%,2.5%,3%,-10,1%,2%
Cc1ccc(C)c2c1cc(C)c1nnc(SCC(=O)Nc3nc4c(s3)CCCC4)n12,-18%,?,-7%,21µM*,2.3%,-7%,27,-2%,-18%
Cc1ccc(S(=O)(=O)NCC2CCC(C(=O)N3CCN(C)CC3)CC2)cc1 (stereo not given),/,i,-10%,18µM*,-1.0%,?,20,-8%,-9%
O=C1C=C(N2CCCCCC2)C2(CCCCC2)O1,3%,i,-7%,5%,-0.1%,-4%,7,-1%,-3%
CS(=O)(=O)N(CC(=O)Nc1ccc(F)cc1F)c1cccc([N+](=O)[O-])c1,-4%,i,3%,576%[0.0737 µM],0.2%,-15%,23,-3%,14%
CC(C)N(Cc1nc(-c2ccccc2)no1)C(=O)c1ccc2c(c1)OCO2,-6%,i,-28%,?,-0.2%,?,21,-7%[1.84 µM],-11%
O=c1[nH]cnc2c1ncn2-c1ccc(Cl)cc1,4%,i,9%,?,-0.3%,2%,10,1%,-3%
Cc1cnc(C(=O)N(CCCn2ccnc2)C2C(=O)Nc3ccccc3N=C2c2ccccc2)cn1 (stereo not given),4%,i,-11%,/,-0.7%,/,15,/,-7%
Cc1cccc(NC(=O)c2onc3c2CCCC3)c1C,51%[activator],i,-3%,18%,6.0%,?,21,-10%,-2%
Cc1n[nH]c(=S)n1/N=C/c1ccccc1OCc1ccc(Cl)cc1,34%,i,-13%,6%,4.6%,-6%,15,-8%,2%
CCOCCCn1c(SCC(=O)Nc2oc(C)c3c(C)n[nH]c(=O)c23)nc2ccccc2c1=O,-23%,i,5%,4%,0.2%,?,-25,-8%,3%
CCCCc1cc(=O)oc2c(C)c(OCC(=O)N3CCC(C(N)=O)CC3)ccc12,-10%,i,2%,0%,-0.4%,?,-9,9%,3%
Cc1nc(SCC(=O)Nc2nc3ccccc3s2)c(C#N)c(C)c1C,-86%,/,-24%,6.5µM*,-2.4%,4.6µM*,63,14%,0%
CC(=O)Nc1cccc2cc(O)ccc12,-4%,i,21%,-39%[inhibitor],-0.5%,-13%,-26,-5%,13%
Cc1ccc(S(=O)(=O)N2CCN(CC(=O)N3CCCC3)CC2)c(C)c1,-17%,/,3%,-2%,-0.1%,7%,-29,6%,6%
Cc1ccc2cc(COC(=O)c3ccncc3)c(=O)[nH]c2c1,2%,i,-1%,2%,0.6%,-3%,9,-2%,-20%

# Part of the list above, with bars between the fields.
smiles | ATXN2 expr inh | ATXN viability | HepG2 tox | MCF10A rerep | Nrf2 activator | Nrf2 inh | IL-1B inflam inh | A549 tox | TGFb SMAD3 inh
Cc1cnc(C(=O)N(CCCn2ccnc2)C2C(=O)Nc3ccccc3N=C2c2ccccc2)cn1 (stereo not given) | 4% | i | -11% | / | -0.7% | / | 15 | / | -7%
Cc1nc(SCC(=O)Nc2nc3ccccc3s2)c(C#N)c(C)c1C | -86% | / | -24% | 6.5µM* | -2.4% | 4.6µM* | 63 | 14% | 0%

# Further compounds.
SMILES,ATXN2 expr inh,ATXN viability,HepG2 tox,MCF10A rerep,Nrf2 activator,Nrf2 inh,IL-1B inflam inh,A549 tox,TGFb SMAD3 inh
COc1ccc(OC)c(CCNC(=O)c2cc3c(s2)-c2c(C)cccc2OC3)c1,3%,i,-23%,/,2.9%,-25%,/,0%,-20%
CC(=O)N1CCc2cc(S(=O)(=O)C(C)CC(=O)NCc3ccco3)ccc21 (stereo not given),/,i,-5%,/,-0.9%,/,-2,/,12%
C=CC[C@@H](CC(=O)NCCO)C(=O)N[C@H](C)COC(=O)[C@@H](CC=C)Cc1ccc(F)cc1,-10%,i,-16%,5%,0.0%,3%,-11,3%,4%
COC(=O)CCC(=O)Nc1nnc(C(F)(F)F)s1,-1%,i,1%,6%,-0.6%,-9%,31,1%,0%
O=C(Nc1ccc(-c2ccccc2)cc1)c1ccco1,-5%,i,0%,-7%,0.4%,10%,24,-1%,3%
O=C(CSc1nnc(-c2ccco2)o1)c1ccccc1,20%,i,1%,?,?,5%,-17,-1%,5%
C/C=C/C(=O)[C@@H](C)[C@@H](/C=C/C[Si](C)(C)C)C(C)C,/,/,11%,/,/,10%,/,0%,-2%
COc1ccc(C(=O)/C=C\N2CCOCC2)cc1,10%,i,2%,?,2.2%,13%,10,1%,0%
Cc1ccc(NC(=O)CCc2c(C)nn(-c3ccc(N4CCCCC4)nn3)c2C)cc1F,34%[activator],i,-5%&-10%,6%,2.0%&-1.1%,?,?,0%&-9%,?
COC(=O)C1=C(C)N(Cc2cccnc2)C(=O)/C1=C\c1sccc1C,-5%,i,-17%,3%,11%,0%,-53*,-17%,13%
Cc1cc(C)nc(NS(=O)(=O)c2ccc(NC(=O)c3ccc(S(=O)(=O)N4CCOCC4)cc3)cc2)n1,1%,i,2%,3%,0.1%,-8%,1,2%,1%
CSc1nnc(C)c(=O)n1COC(=O)c1ccc(S(=O)(=O)N(C)C)cc1,3%,?,1%,-1%,0.3%,4%,9,-10%,-12%
C=CCn1c(C)cc(C(=O)COC(=O)c2ccc3c(c2)NC(=O)CS3)c1C,2%,i,10%,5%,4.8%,16%,?,-4%,0%
O=[N+]([O-])c1cc(Cl)c(O)c2ncccc12,20µM*,?,-5%,?,7.7%,21µM*,124,?,?

# From PubChem
